Assay outcomes: PubChem BioAssay, National Center for Advancing Translational Sciences (NCATS)
GAA glycogen mod: GAA glycogen-cleavage inhibition or activation. recombinant GAA, glycogen substrate, Amplex Red glucose oxidase fluorescence. AID 2100. 0.38% of 300,000 active. P10253. Potency, µM (titrated, usually from 76.4 µM), inactives show top-dose activity change, negative = inhibition, most hits filed as inhibitors;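 also: 0% = full enzyme reaction and -100% = no-enzyme basal signal; the screen sought inhibitors and activators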
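Natural-substrate format: glycogen cleavage by 4 nM human enzyme, glucose read by Amplex Red coupling (Ex 573, Em 610 nm). Normalized to enzyme and no-enzyme controls.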
TexasRed fluor: counter-screen for TRb-SRC2 inhibitors: fluorescence interference; AID 1479; TRb/SRC2 Texas Red total fluorescence interference; Potency, µM (top dose mostly 106 µM), without a hit: at the top dose fluorescence change, negative = quenching; 0.29% of 280,000 active; active = well fitted curve in either direction with a large enough effect; inconclusive = small, poorly fitted or top-dose-only effect
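Human TRb ligand-binding domain at 0.6 uM with 20 nM Texas Red SRC2 peptide in Tris buffer containing 1 uM T3 and 5% DMSO, incubated with compound 5 h at ambient temperature. Total fluorescence (555/632 nm) calculated as parallel + 2 × perpendicular.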
TRb SRC2 PPI: disrupts binding of human TR beta to SRC2; Potency, µM (doses to about 106 µM), without a hit: top-dose activity change, negative = inhibition, usual class: inhibitors; TRbeta-SRC2 peptide binding, fluorescence polarization; receptor liganded with 1 µM T3; P10828; 0.065% of 280,000 active;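 also: plate controls were bound peptide for no effect and peptide without receptor for full effect; nearly all actives have a fitted effect of over 50% in size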
Target sequence (P10828 whole entry, looked up): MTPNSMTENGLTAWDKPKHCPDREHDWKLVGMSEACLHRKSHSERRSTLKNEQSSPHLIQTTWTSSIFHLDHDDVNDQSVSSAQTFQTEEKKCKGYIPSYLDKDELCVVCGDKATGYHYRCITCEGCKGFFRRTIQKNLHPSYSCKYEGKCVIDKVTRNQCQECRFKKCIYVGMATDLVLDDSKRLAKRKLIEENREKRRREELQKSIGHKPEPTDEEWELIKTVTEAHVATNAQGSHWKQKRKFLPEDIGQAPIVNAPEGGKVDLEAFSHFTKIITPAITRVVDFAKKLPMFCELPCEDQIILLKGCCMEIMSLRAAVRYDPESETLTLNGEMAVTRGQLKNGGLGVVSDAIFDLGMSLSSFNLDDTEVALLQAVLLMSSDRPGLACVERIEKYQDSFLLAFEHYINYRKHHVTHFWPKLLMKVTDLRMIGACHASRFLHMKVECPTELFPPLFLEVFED
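Human TRb LBD (0.6 uM) plus Texas Red-labeled SRC2 peptide (20 nM), 1uM T3, 5% DMSO, 5 hr at ambient temperature. Decreased polarization (555/632 nm) flags inhibition; data normalized to free and bound peptide controls.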
* = called active by the depositor; ? = inconclusive; & = joins results of further samples; [ ] = remark or other dose. Unless noted, calls follow the shape of the dose curve; as a rule, active = well fitted curve in the direction sought with a large enough effect; inconclusive = small, poorly fitted or top-dose-only effect, or another doubt; inactive = no such curve, though single readings can be large; an effect the other way counts as inactive or inconclusive. Unless noted, % is scaled to controls: 0 for no effect and ±100 for the full control effect; potency is read from the fitted curve at half-maximal effect. These rows are one share of the data. The share of hits here may be higher or lower than overall.

SMILES	GAA glycogen mod	TexasRed fluor	TRb SRC2 PPI
O=C(CCS(=O)(=O)c1cc2c(cc1Cl)NC(=O)CO2)NCc1ccccc1Cl	4.4%[76.3 µM]	3.0%	8.8%
Cc1cc(C)cc(NC(=O)CCc2c(C)nc3c4cccnc4nn3c2C)c1	9.1%[76.3 µM]	0.3%	-1.2%
COc1cc(CN(C(=O)COc2ccc(C)c(C)c2)c2ccccn2)cc(OC)c1OC	13.2%[76.3 µM]	-14.5%	2.6%
O=C(Cn1cc(S(=O)(=O)Cc2ccccc2F)c2ccccc21)NCc1ccccc1	-3.6%[76.3 µM]	-0.1%	6.3%
COc1ccc(OC)c(CCNC(=O)CS(=O)(=O)Cc2nc(-c3cccc(Cl)c3)oc2C)c1	-13.1%[76.3 µM]	1.0%	5.2%
COc1ccccc1/C=C/c1nc(C#N)c(N2CCN(c3ccccc3)CC2)o1	3.0%[76.3 µM]	-3.6%	-0.4%
COc1ccccc1N1CCN(S(=O)(=O)c2c(C)sc3ncn(CC(=O)Nc4cccc(Cl)c4)c(=O)c23)CC1	-15.9%[76.3 µM]	-3.8%	9.7%
COc1ccc(NC(=O)C(C)n2nnc3sc(-c4ccccc4)cc3c2=O)cc1Cl (stereo unspecified)	16.6%[76.3 µM]	0.3%	-4.4%
CCOc1ccc(NC(=O)Cn2cc(C(=O)c3ccc(C)c(C)c3)c(=O)c3cc(OC)c(OC)cc32)cc1	-17.2%[76.3 µM]	-1.9%	2.3%
Cc1nn(CCCC(=O)NCCc2ccc(Cl)cc2)c(=O)c2c1sc1ccccc12	-0.4%[76.3 µM]	-3.4%	-0.5%
Cc1ccc(-c2cn3c(n2)sc2cc(C(=O)N4CCCCC4)ccc23)cc1	13.5%[76.3 µM]	-29.9%	-3.3%
Cc1ccc(-c2nnc(Nc3ccc(Br)cc3)c3ccccc23)cc1S(=O)(=O)N1CCCCC1	-7.3%[76.3 µM]	2.7%	-6.6%
Cc1ccc(Cn2c(SCc3ccc(C(=O)O)cc3)nc3cccnc32)cc1	-11.4%[76.3 µM]	3.8%	7.2%
Cc1ccccc1S(=O)Cc1ccc(C(=O)N2CCN(c3cccc(C)c3C)CC2)o1 (stereo unspecified)	-7.3%[76.3 µM]	-1.5%	-0.8%
COc1ccc(OC)c(NC(=O)c2nc(SCc3ccccc3F)ncc2Cl)c1	-0.8%[76.3 µM]	-2.3%	-2.5%
O=C(CSc1nnc(-c2ccccc2F)o1)Nc1cccc(C(F)(F)F)c1	-2.1%[76.3 µM]	?	-3.5%
Cn1c(SCc2ccc(F)cc2)nc2ccc(C(=O)NCc3ccc(F)cc3)cc21	-7.3%[76.3 µM]	-9.8%	3.7%
O=C(Nc1cccc(C(F)(F)F)c1)C1CCN(S(=O)(=O)c2cccs2)CC1	7.3%[76.3 µM]	-18.2%	7.1%
Cc1ccccc1S(=O)(=O)Cc1ccc(C(=O)NCCc2ccccc2)o1	0.0%&-7.0%[76.3 µM]	0.4%	-2.9%
O=C(C1CCC1)N1CCc2cc(S(=O)(=O)NCc3ccc(F)cc3)ccc21	14.2%[76.3 µM]	-0.2%	0.5%
CCOc1ccc(NC(=O)C(=O)NCc2ccco2)cc1	8.2%[76.3 µM]	-11.4%	-0.4%
COc1ccccc1CNC(=O)C1CCCN(S(=O)(=O)c2ccc3c(c2)oc(=O)n3C)C1 (stereo unspecified)	-4.5%[76.3 µM]	-0.6%	-1.0%
CCN(CC)CCCNC(=O)c1cn(CC)c2ccc(S(=O)(=O)N3CCC(C)CC3)cc2c1=O	15.6%[76.3 µM]	0.4%	0.0%
Cc1cc(NC(=O)Nc2nnc(N(C)Cc3ccccc3)s2)ccc1Br	-6.5%[76.3 µM]	-0.5%	-7.8%
CCC(Oc1ccc(F)cc1)C(=O)Nc1c(C(=O)c2ccc(C)cc2)oc2ccccc12 (stereo unspecified)	13.8%[76.3 µM]	-0.2%	-3.1%
Cc1ccc2c(c1)N(C(=O)N1CCC(C(=O)NC3CCCCCC3)CC1)CC(C)O2 (stereo unspecified)	-1.1%[76.3 µM]	3.0%	-1.8%
Cc1ccc(CNC(=O)c2oc3ccc(S(=O)(=O)N4CCCC(C)C4)cc3c2C)cc1 (stereo unspecified)	-7.7%[76.3 µM]	-1.5%	0.5%
CCCOc1ccc(C(=O)N(Cc2ccccc2Cl)C2CCS(=O)(=O)C2)cc1 (stereo unspecified)	18.1%[76.3 µM]	2.1%	-3.0%
CCc1ccc(C(=O)CSc2nc(-c3ccccc3)nc3c2CCCC3)cc1	-1.2%[76.3 µM]	-1.0%	3.8%
COc1cccc(OCc2nc3ccccc3n2CCOc2cccc(C)c2)c1	-7.1%[76.3 µM]	-5.8%	3.0%
Cc1ccc(-n2c(SCC(=O)NCc3ccccc3)nc3c([nH]c4ccccc43)c2=O)cc1	-2.1%[76.3 µM]	0.0%	-7.8%
COCCCN1CCc2nc(SCC(=O)Nc3ccc(C)c(Cl)c3)[nH]c(=O)c2C1	-4.9%[76.3 µM]	-1.4%	7.9%
CC(C)(C)C1CCc2nc(NC(=O)c3ccc([N+](=O)[O-])cc3)sc2C1 (stereo unspecified)	7.2%[76.3 µM]	-0.8%	-4.7%
COc1cccc(-c2nnc(SCC(=O)N3CCCCC3)o2)c1	1.1%[76.3 µM]	-1.0%	7.5%
COc1ccccc1-c1noc(-c2ccc(NCc3ccco3)c([N+](=O)[O-])c2)n1	4.4%[76.3 µM]	0.8%	5.8%
Cc1ccc(C)c(N2CCN(C(c3ccccc3)c3nnc(-c4ccccc4)o3)CC2)c1 (stereo unspecified)	-7.6%[76.3 µM]	0.0%	0.6%
Cc1ccc(C)n1-c1nnc(N2CCC(C(=O)Nc3ccccc3Br)CC2)s1	-12.9%[76.3 µM]	2.2%	7.9%
COc1ccc(CCNc2nc3ccccc3c3nc(-c4cccc(C)c4)nn23)cc1OC	11.8%[76.3 µM]	-14.0%	1.0%
COc1cc(OC)cc(-c2nc3nc(C)c(CCC(=O)Nc4ccc(C)c(C)c4)c(C)n3n2)c1	-1.3%[76.3 µM]	-1.4%	-4.6%
Cc1ccc(C(C)C)c(OCC(=O)Nc2ccc3c(c2)nc(CCNC(=O)c2ccco2)n3C)c1	-5.4%[76.3 µM]	-13.9%	2.7%
CCN(C(=O)Cn1cc(S(=O)(=O)N2CCN(c3ccccc3F)CC2)c2ccccc2c1=O)c1ccc(C)c(C)c1	-2.7%[76.3 µM]	-2.4%	-0.9%
COc1cccc(/C=C/c2nc(C#N)c(NCCc3ccc(OC)c(OC)c3)o2)c1	?	-5.3%	2.6%
O=C(CN1C(=O)CC(c2ccco2)Sc2ccccc21)Nc1ccc(OC(F)(F)F)cc1 (stereo unspecified)	6.8%[76.3 µM]	-23.7%	-5.0%
Cc1ccccc1Cn1c(=O)n(CCCCCC(=O)NCc2ccc3c(c2)OCO3)c(=O)c2sccc21	13.0%[76.3 µM]	2.6%	0.7%
Cc1ccc(C)c(NC(=O)CCCn2c(C)c3cnn(-c4ccccc4)c(=O)c3c2C)c1	-2.4%[76.3 µM]	-2.6%	-3.3%
CC(C)(C)c1ccc(-c2nnc(-c3ccccc3NC(=O)c3cccc(C(F)(F)F)c3)o2)cc1	9.4%[76.3 µM]	-17.9%	2.2%
O=S(=O)(c1ccc(Cl)cc1)c1nc(-c2ccccc2Br)oc1NCc1ccccc1	-8.3%[76.3 µM]	1.3%	3.8%
Cc1cc(Br)ccc1NC(=O)CCNS(=O)(=O)c1cccc2nonc12	11.6%[76.3 µM]	-1.8%	-1.2%
O=c1[nH]c2ccc(NCc3ccc(-c4ccc(Br)cc4)o3)cc2[nH]1	-13.0%[76.3 µM]	-21.9%	1.5%
COc1ccc(CNCc2c(C(=O)O)c(C)n(Cc3ccccc3C)c2C)cc1OC	-0.8%[76.3 µM]	-1.6%	5.0%
N#C/C(=C\c1ccc(Cl)cc1)c1nc(-c2cc3c(ccc4ccccc43)oc2=O)cs1	1.6%[76.3 µM]	-10.9%	-2.8%
Cc1ccc(C)c(N2CCN(C(=O)Cn3c(-c4cccs4)cc4ccccc43)CC2)c1	9.3%[76.3 µM]	-20.3%	-1.2%
O=C(Cn1ccn(-c2ccc(F)c(F)c2)c(=O)c1=O)NCc1ccccc1	17.7%[76.3 µM]	4.2%	-3.9%
Cc1cccc(C)c1NC(=O)Cn1c(=O)n(Cc2ccccc2Cl)c(=O)c2cccnc21	9.4%[76.3 µM]	-3.1%	-3.9%
Cc1cccn2c(=O)c3cc(C#N)c(=O)n(-c4nnc(SCc5ccccc5F)s4)c3nc12	7.3%[76.3 µM]	0.5%	-5.5%
CCOc1ccccc1NC(=O)c1sc2nc3n(c(=O)c2c1C)CCCCC3	3.3%[76.3 µM]	-12.5%	-0.7%
CCN(c1ccc(OC)cc1)S(=O)(=O)c1nnc(NC(=O)c2ccccc2C)s1	-13.4%[76.3 µM]	?	-8.0%
CC(C)c1ccc(OCC(=O)Nc2cc(-c3nc4ncccc4o3)ccc2Cl)cc1	9.2%[76.3 µM]	-5.6%[11.2 µM]	7.8%[11.2 µM]
COc1ccccc1C1C(C(=O)Nc2ccccc2)=C(C)Nc2nc(-c3ccccc3)nn21 (stereo unspecified)	-0.1%[76.3 µM]	-3.3%	8.6%
O=C(Cn1c(-c2cccs2)cc2cc(F)ccc21)N1CCCCC1	-12.7%[76.3 µM]	2.8%	-0.3%

Reprinted at random: three records from the list
SMILES	GAA glycogen mod	TexasRed fluor	TRb SRC2 PPI
CC(C)c1ccc(OCC(=O)Nc2cc(-c3nc4ncccc4o3)ccc2Cl)cc1	9.2%[76.3 µM]	-5.6%[11.2 µM]	7.8%[11.2 µM]
CCOc1ccccc1NC(=O)c1sc2nc3n(c(=O)c2c1C)CCCCC3	3.3%[76.3 µM]	-12.5%	-0.7%
COc1ccc(CNCc2c(C(=O)O)c(C)n(Cc3ccccc3C)c2C)cc1OC	-0.8%[76.3 µM]	-1.6%	5.0%

(further entries)
SMILES	GAA glycogen mod	TexasRed fluor	TRb SRC2 PPI
Cc1ccc(S(=O)(=O)Nc2ccc3nc(-c4ccc(F)cc4)oc3c2)cc1	3.5%[76.3 µM]	4.9%	8.6%
COC(=O)c1ccccc1NC(=O)c1c(NC(=O)c2ccco2)sc2c1CCC(C(C)(C)C)C2 (stereo unspecified)	-4.7%[76.3 µM]	-1.9%	7.0%
CCOC(=O)C1=C(CN2CCN(c3ccc(Cl)cc3)CC2)NC(=O)NC1c1ccc(F)cc1 (stereo unspecified)	?	5.1%	9.4%
CCN1C(=O)c2ccccc2S(=O)c2ccc(C(=O)N3CCN(c4ccccc4OC)CC3)cc21 (stereo unspecified)	-15.7%[76.3 µM]	0.1%	3.5%
O=C(Nc1nc2ccc(F)cc2s1)c1nc(SCc2ccccc2F)ncc1Cl	0.4%[76.3 µM]	1.7%	-3.0%
CCn1cc(C(=O)NCCCOC(C)C)c(=O)c2cc(S(=O)(=O)N(C)C3CCCCC3)ccc21	-18.8%[76.3 µM]	-1.9%	-0.3%
O=C(Nc1ccccc1C(F)(F)F)N1CCC2(CC1)Oc1ccccc1C(=O)N2Cc1ccccc1F	18.3%[76.3 µM]	-37.0%	1.2%
CC(=O)Nc1ccc(S(=O)(=O)Nc2ccc3c(c2)n(C)c(=O)n3C)c(C)c1	18.0%[76.3 µM]	-1.8%	-0.2%
Cc1oc(-c2ccc(Cl)cc2)nc1CSc1nc2ncccc2[nH]1	-3.2%[76.3 µM]	?	-6.8%
CC1CCN(c2oc(-c3cccs3)nc2S(=O)(=O)c2ccc(Cl)cc2)CC1	8.0%[76.3 µM]	-0.8%	-7.3%
CC12CN3CC(c4ccccc4)(CN(C1)C3c1ccc(O)cc1)C2=O (stereo unspecified)	2.6%[76.3 µM]	-12.1%	-5.8%
Cc1ccc(-n2c(=O)c3c(C)c(C)sc3n(CC(=O)c3ccc(Cl)cc3)c2=O)cc1C	-4.2%[76.3 µM]	-2.8%	6.3%
COc1cc(CN(CC2CCCO2)C(=O)c2ccc(F)cc2)cc(OC)c1OC (stereo unspecified)	15.6%[76.3 µM]	-0.4%	-7.8%

4 neighbouring compounds from above, quoted:
SMILES	GAA glycogen mod	TexasRed fluor	TRb SRC2 PPI
O=C(CCS(=O)(=O)c1cc2c(cc1Cl)NC(=O)CO2)NCc1ccccc1Cl	4.4%[76.3 µM]	3.0%	8.8%
Cc1cc(C)cc(NC(=O)CCc2c(C)nc3c4cccnc4nn3c2C)c1	9.1%[76.3 µM]	0.3%	-1.2%
COc1cc(CN(C(=O)COc2ccc(C)c(C)c2)c2ccccn2)cc(OC)c1OC	13.2%[76.3 µM]	-14.5%	2.6%
O=C(Cn1cc(S(=O)(=O)Cc2ccccc2F)c2ccccc21)NCc1ccccc1	-3.6%[76.3 µM]	-0.1%	6.3%
